MsrA inhibitor: bovine MsrA enzyme inhibitors, primary screen, biochemical, absorbance, HTS; Methionine sulfoxide reductase A (Bos taurus); 360,000 compounds, 0.75% hits; inhibition, % at 15.5 µM; AID 651718, 2012; purified bovine MsrA, absorbance read-out; in the data active = inhibition above about 4.5%;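 note: 0% = vehicle wells with enzyme and 100% = reference inhibitor wells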
E coli Lon inh: inhibitors of E. coli Lon protease, primary screen, biochemical, fluorescence polarization. purified E. coli Lon protease. inhibition, % at 7.94 µM. 360,000 compounds, 0.42% hits. P0A9M0; in the data active = inhibition above about 13%, passing the limit was not always enough;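 note: 0% = enzyme with probe and DMSO and 100% = no enzyme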
FAS TE block: FAS thioesterase domain inhibitors, primary screen, biochemical, fluorescence intensity, uHTS; inhibition, % at 15 µM; 360,000 compounds, 0.67% hits; AID 602261, 2012; recombinant FAS-TE, OMFH fluorogenic substrate, fluorescence endpoint; Fatty acid synthase (Homo sapiens), P49327;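 active = compounds whose normalised, plate-corrected inhibition of enzyme fluorescence in the single-dose primary screen is 50% or more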;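 note: 0% = DMSO with enzyme and 100% = substrate without enzyme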
Rin1 Abl inh: inhibitors of Rin1-Abl protein binding, primary screen, biochemical, TR-FRET; AID 588664, 2011; inhibition, % at 7.35 µM; 360,000 compounds, 0.4% hits; in the data active = inhibition above about 5%, passing the limit was not always enough
Target sequence (P00519 whole entry, looked up): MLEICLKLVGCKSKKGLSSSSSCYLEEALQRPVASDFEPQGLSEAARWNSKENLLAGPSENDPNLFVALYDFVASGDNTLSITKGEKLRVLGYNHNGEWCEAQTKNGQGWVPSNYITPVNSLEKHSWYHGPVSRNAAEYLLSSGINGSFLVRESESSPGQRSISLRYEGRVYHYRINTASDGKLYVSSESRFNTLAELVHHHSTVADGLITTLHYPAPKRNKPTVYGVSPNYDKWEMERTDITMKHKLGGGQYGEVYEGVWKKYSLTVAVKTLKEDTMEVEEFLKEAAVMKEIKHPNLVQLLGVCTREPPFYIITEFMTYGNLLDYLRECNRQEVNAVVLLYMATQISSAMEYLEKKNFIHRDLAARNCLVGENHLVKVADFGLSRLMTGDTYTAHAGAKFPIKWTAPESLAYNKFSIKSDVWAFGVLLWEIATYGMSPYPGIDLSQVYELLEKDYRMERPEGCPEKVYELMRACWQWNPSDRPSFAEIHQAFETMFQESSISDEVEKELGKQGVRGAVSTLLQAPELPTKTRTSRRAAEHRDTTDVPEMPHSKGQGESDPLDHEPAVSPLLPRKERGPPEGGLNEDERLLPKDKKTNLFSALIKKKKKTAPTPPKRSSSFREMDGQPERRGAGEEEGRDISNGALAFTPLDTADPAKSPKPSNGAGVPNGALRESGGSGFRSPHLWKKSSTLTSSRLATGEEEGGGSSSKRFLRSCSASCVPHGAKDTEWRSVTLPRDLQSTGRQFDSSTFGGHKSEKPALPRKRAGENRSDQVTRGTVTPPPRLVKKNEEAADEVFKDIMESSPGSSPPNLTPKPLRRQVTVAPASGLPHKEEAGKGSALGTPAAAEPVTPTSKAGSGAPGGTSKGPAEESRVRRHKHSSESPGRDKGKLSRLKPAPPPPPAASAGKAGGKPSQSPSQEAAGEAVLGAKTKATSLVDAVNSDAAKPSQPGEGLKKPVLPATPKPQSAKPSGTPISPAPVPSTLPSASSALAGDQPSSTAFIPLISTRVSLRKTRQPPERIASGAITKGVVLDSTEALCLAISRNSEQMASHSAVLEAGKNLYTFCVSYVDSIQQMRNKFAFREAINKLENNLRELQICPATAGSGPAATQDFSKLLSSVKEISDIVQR
Target sequence (Q13671 whole entry, looked up): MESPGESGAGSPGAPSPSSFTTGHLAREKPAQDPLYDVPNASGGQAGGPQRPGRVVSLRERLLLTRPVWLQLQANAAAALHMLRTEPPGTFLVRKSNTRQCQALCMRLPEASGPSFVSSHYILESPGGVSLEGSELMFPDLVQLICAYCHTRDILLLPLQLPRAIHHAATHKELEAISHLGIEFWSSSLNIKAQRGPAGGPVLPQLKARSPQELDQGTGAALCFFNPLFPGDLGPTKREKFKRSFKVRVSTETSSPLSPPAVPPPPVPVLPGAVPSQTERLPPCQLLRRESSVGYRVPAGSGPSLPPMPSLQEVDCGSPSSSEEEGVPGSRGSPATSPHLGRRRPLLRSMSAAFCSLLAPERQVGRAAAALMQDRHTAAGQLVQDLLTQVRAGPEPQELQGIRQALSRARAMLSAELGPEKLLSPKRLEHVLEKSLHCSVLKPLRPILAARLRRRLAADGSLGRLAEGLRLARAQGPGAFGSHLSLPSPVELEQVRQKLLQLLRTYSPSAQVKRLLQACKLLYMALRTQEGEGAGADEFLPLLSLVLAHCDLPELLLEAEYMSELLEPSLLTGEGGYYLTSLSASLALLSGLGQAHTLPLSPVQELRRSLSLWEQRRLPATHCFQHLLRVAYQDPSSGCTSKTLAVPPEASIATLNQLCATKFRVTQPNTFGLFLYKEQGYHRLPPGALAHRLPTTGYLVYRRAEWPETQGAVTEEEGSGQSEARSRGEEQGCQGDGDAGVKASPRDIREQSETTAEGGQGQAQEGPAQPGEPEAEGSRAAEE
bovine MsrA act: bovine MsrA enzyme activators, primary screen, biochemical, absorbance, HTS; 360,000 compounds, 0.3% hits; Methionine sulfoxide reductase A (Bos taurus); activation, % at 10.6 µM; purified bovine MsrA, absorbance read-out; in the data active = activation above about 7.5%;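 note: 0% = vehicle and 100% = reference activator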
TbMetRS inhib: T. brucei MetRS inhibitors, primary screen, biochemical, luminescence; inhibition, % at 11.9 µM; methionyl-tRNA synthetase (Trypanosoma brucei brucei); purified T. brucei MetRS, ATP depletion, Kinase-Glo luminescence; 360,000 compounds, 0.4% hits;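 active = inhibition above a per-plate cutoff of the control wells' mean inhibition plus 3 SD, cut at about 5.5% in these data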;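 note: 0% = DMSO wells median and 100% = median of wells with control inhibitor compound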
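Dosing: 11.9 µM compound single dose, 0.9% DMSO; Assay system: purified T. brucei MetRS enzyme; Measured by: Kinase-Glo luciferase luminescence reporting remaining unconsumed ATP; Schedule: 15 min plus 2 h at 25 °C.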
PABP1 MLLE inh: inhibitors of PABP1 MLLE–PAM2 peptide binding, primary screen, biochemical, fluorescence polarization, FITC-PAM2, GST-MLLE; Polyadenylate-binding protein 1 (Homo sapiens), P11940; inhibition, % at 20 µM; 360,000 compounds, 0.36% hits; in the data active = inhibition above about 35%, passing the limit was not always enough;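 note: plate controls were DMSO wells with GST-MLLE for no effect and wells lacking GST-MLLE protein for full effect; some results filed as inactive read as strong as hits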
Neddylation inh: inhibitors of cullin neddylation, primary screen, biochemical, TR-FRET, uHTS, NAE and Ubc12. NEDD8-conjugating enzyme Ubc12 (Homo sapiens) + NEDD8-activating enzyme E1 regulatory …. calls only at 25 µM. 360,000 compounds, 0.58% hits. AID 651699, 2012; in the data active = inhibition above about 36%
CSN deneddyl inh: inhibitors of CSN-mediated cullin deneddylation, primary screen, biochemical, fluorescence polarization, uHTS. AID 651999, 2013. inhibition, % at 12.5 µM. 360,000 compounds, 0.38% hits. COP9 signalosome complex subunit 5 (Homo sapiens), Q92905. Purified CSN, SCF-Nedd8-OG deneddylation;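 active = pattern-corrected inhibition above about 35%, with an unprinted fluorescence ratio check between 0.5 and 1.5, limit read from the data, passing the limit was not always enough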;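 note: 0% = enzyme with substrate and 100% = substrate without enzyme; some results filed as inactive read as strong as hits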
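Material: purified human Csn5 enzyme expressed in HEK293T cells / Medium: Tris buffer pH 7.5, NaCl, DTT, Tween-20, trehalose, ovalbumin / Compound dosing: 12.5 µM single point / Schedule: 90 min incubation of compound, enzyme and substrate at room temperature / Signal: fluorescence polarization of the substrate / Control set: no-enzyme wells high, enzyme-with-substrate wells low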
Starred values were filed as active, the others as inactive; i = inactive; · = no result given.

SMILES	MsrA inhibitor	E coli Lon inh	FAS TE block	Rin1 Abl inh	bovine MsrA act	TbMetRS inhib	PABP1 MLLE inh	Neddylation inh	CSN deneddyl inh
O=c1[nH]c(NCc2ccccc2)nc2c1CCCC2	0.2	7	-5	2	-7	1.7	0	i	-4
CCOc1ccc(NC(=O)CCC(=O)N2CCSc3ccccc32)cc1	0.5	2	4	1	0	-0.9	-8	i	-1
COc1ccc(CC(=O)Nc2sc3c(c2C#N)CC(C)(C)NC3(C)C)cc1OC	-0.1	2	-1	-1	-4	-1.1	5	i	-1
CCOc1ccc(NC(=O)CN(C)C(=O)CCCn2c(=O)oc3ccccc32)cc1OCC	-0.5	-1	-5	0	-2	-0.3	-30	i	-6
c1ccc(-c2csc(Nc3ncccn3)n2)cc1	0.8	-6	-6	0	-1	-0.2	21	i	-5
COc1ccc(C(=O)Nc2ccc(NC(=O)c3cccc(F)c3)cn2)cc1	0.0	5	-2	1	-5	-0.2	-3	·	5
Cc1ccc(C(=O)Nc2cc3c(oc2=O)CCCC3=O)cc1	0.5	-2	-3	5	3	0.0	-2	i	3
O=C1C2CC=C(Cl)CC2C(=O)N1CC1OCCc2ccccc21 (stereo not drawn)	-0.4	17	-4	0	-5	-0.3	9	i	4
CCCn1nc(C(=O)Nc2ccc3nc(N4CCOCC4)sc3c2)ccc1=O	2.8	-3	-3	0	-3	-0.3	23	i	-3
Cc1cc2ccccc2c(=O)n1CC(=O)NCC(=O)N1CCN(c2ccccc2F)CC1	0.6	5	-7	2	-1	-0.1	11	i	-3
CN(C)c1ccc(CCc2ccc(N)cc2)cc1	-0.3	-13	0	-2	0	-0.3	1	i	10
FC(F)(F)c1cnc(-c2cnc(-c3ccncc3)nc2)c(Cl)c1	-1.4	-8	-2	2	2	0.1	1	i	-8
CN(C)C(=O)CCC(=O)N(C)CC1CCCN(CCc2ccc(F)cc2)C1 (stereo not drawn)	-0.1	4	-6	2	-3	0.2	7	i	-1
CCCCC1=CC2=CC(=O)C(C)(OC(=O)CCc3ccccc3)C(=O)C2=CO1 (stereo not drawn)	-0.6	-35	-3	4	1	-0.1	-45	i	30
Cc1nc2ccc(NC(=O)c3ccc([N+](=O)[O-])cc3[N+](=O)[O-])cc2s1	0.5	2	8	-1	1	2.6	4	i	2
CC(=O)c1ccc(NS(=O)(=O)Cc2ccccc2)cc1	2.8	0	-5	-2	-1	0.1	-5	i	1
CCn1c(=O)n(CC(=O)N2CC(C)CC(C)C2)c(=O)c2ccccc21 (stereo not drawn)	-1.2	-9	-3	-2	-2	-0.6	2	i	1
O=C(NC1CC1)C1CCN(Cc2cnn(-c3ccccc3)c2-n2cccc2)CC1	-0.3	-8	-4	0	-1	-0.3	9	i	-3
COc1cccc(C(=O)NCC(=O)OCC(=O)NC2CCCCC2)c1	1.6	-11	-11	0	-12	-0.2	-11	i	-1
CCCc1cc(=O)[nH]c(SCC(=O)Nc2cc3c(cc2C(C)=O)OCO3)n1	0.6	-4	-5	-2	-2	-0.4	9	i	0
COc1ccccc1C(=O)NCCC(=O)NNC(=O)C1COc2ccccc2O1 (stereo not drawn)	-0.1	-3	-8	1	-3	0.1	11	i	0
O=C(N[C@@H]1C/C=C\C[C@@H](CC(=O)N(CCO)Cc2ccccc2)C(=O)N[C@H](Cc2ccccc2)COC1=O)OCC1c2ccccc2-c2ccccc21	0.6	4	-4	-2	-5	0.8	4	i	-2
C=CCNC(=S)NCc1ccc(CNC(=S)NCC=C)cc1	-0.7	3	-5	1	-10	-0.9	-2	i	2
CC1(C)Cc2c(sc(NC(=O)C(=O)N3CCCC3)c2C(=O)O)CO1	4.0	-3	-6	-2	-2	-0.2	-4	i	-4
C/C(=N/NC(=O)CNC(=O)C1COc2ccccc2O1)c1ccc([N+](=O)[O-])cc1 (stereo not drawn)	0.4	-7	12	1	-2	0.4	-3	i	1

Next entries
SMILES	MsrA inhibitor	E coli Lon inh	FAS TE block	Rin1 Abl inh	bovine MsrA act	TbMetRS inhib	PABP1 MLLE inh	Neddylation inh	CSN deneddyl inh
O=C(COC(=O)CCCNC(=O)c1ccc(Cl)cc1)NCc1ccccc1Cl	-0.4	3	2	-3	-3	-0.9	-5	i	0
C=CCN(CC=C)C(=S)NC(=O)c1ccc(C)c(Br)c1	0.4	11	2	1	-3	0.1	34	i	-7
Cc1ccc(NC(=O)CN(C)C(=O)Cn2c(=O)oc3ccccc32)cc1	0.0	-16	-13	1	-8	-0.4	-9	i	4
CC(=O)NCCN1C(=O)S/C(=C\c2cccs2)C1=O	4.2	-2	-7	-1	-4	2.7	30	i	-3
Cc1ccc(C(=O)N2C(CC(=O)Nc3ccc(Cl)cc3)C(=O)NC3CCCCC32)cc1 (stereo not drawn)	-0.2	2	8	-1	0	0.9	-6	i	-3
COC(=O)c1cc(NC(=O)CN2CCc3cc4c(cc3C2)OCCCO4)cc(C(=O)OC)c1	-0.8	-5	20	-2	-9	-2.8	-12	i	0
C/C(=N/NC(=O)c1ccc(Cl)s1)c1ccc(NC(=O)COc2ccc(Cl)cc2)cc1	0.3	5	3	-3	1	0.8	8	i	6
COc1cccc(C(=O)N2CCN(Cc3ccc(OC)cc3OC)CC2)c1	-0.4	-15	-4	3	3	-0.5	-3	i	2
O=C(NC(Nc1nc2ccc([N+](=O)[O-])cc2s1)(C(F)(F)F)C(F)(F)F)c1cccnc1	4.4	-15	4	0	-15	-1.8	-46	i	2
COc1ccc(OC)c(S(=O)(=O)N2CCCC(C(=O)N3CCCCCC3)C2)c1 (stereo not drawn)	-0.3	-4	3	3	-5	-0.2	-10	i	-5
CCCCn1c(N)c(N(CC(C)C)C(=O)c2c(CC)noc2C)c(=O)[nH]c1=O	-0.7	-11	-8	4	-13	-0.5	0	i	0
CCOc1ccc(-c2cn(-c3ccc(OC)cc3)c(SC)n2)cc1	-1.1	6	28	1	-7	-0.9	-9	i	0
COC(=O)CSc1nc2c(c(=O)n(C)c(=O)n2C)n1CCCc1ccccc1	-0.8	-1	8	2	2	0.5	-1	i	-4
OCC(CO)(CO)N=Cc1cc(Br)ccc1O	-1.7	-1	1	2	-5	-0.9	-7	i	-6
O=C(c1ccc(F)cc1)c1ccc(N2CCCCC2)cc1	-0.4	-2	10	-3	-2	-1.0	-4	i	8
CC1(c2ccc3noc(-c4ccccc4)c3c2)OCCO1	1.5	-2	5	1	0	-0.5	-7	i	0
COCCN(C(=O)COc1ccccc1C#N)c1c(N)n(Cc2ccccc2)c(=O)[nH]c1=O	-0.7	-3	-6	0	-2	-0.4	-1	i	-1
Cc1cc(=O)[nH]c(SCC(=O)Nc2cccc(S(=O)(=O)N3CCOCC3)c2)n1	0.0	-11	-6	1	-4	0.1	11	i	-2
CC1(OC(=O)C2CCCC2)C(=O)C=C2C=C3CCCCN3C=C2C1=O (stereo not drawn)	·	22	-7	-2	-4	0.0	18	i	6
Cc1ccccc1OCc1nnc2n1CC(C)S2 (stereo not drawn)	0.3	0	-3	-3	-1	-0.4	-17	i	-1
COc1ccc(-c2cc(C(=O)N3CCCCCC3)c3ccccc3n2)cc1OC	3.9	5	-1	-3	-2	-0.2	7	·	-1
CCOC(=O)C1CCN(S(=O)(=O)c2cccc(-c3cn4cccc(C)c4n3)c2)CC1	1.0	11	16	2	-9	-1.8	5	i	0
O=C(COc1ccc(Cl)cc1)Nc1cc2c3c(c1)CC(=O)N3CCC2	2.0	10	1	-4	-3	-0.3	1	i	-4
CCOc1ccc(NC(=O)CN2CCN(CC(=O)Nc3cccc(F)c3)CC2)cc1	0.0	3	-1	2	-2	-0.6	7	i	2
CC(O)(c1ccc(F)c(F)c1)c1nc(-c2ccccc2)cs1 (stereo not drawn)	-0.1	-16	23	0	0	-0.1	-2	i	0

More records:
SMILES	MsrA inhibitor	E coli Lon inh	FAS TE block	Rin1 Abl inh	bovine MsrA act	TbMetRS inhib	PABP1 MLLE inh	Neddylation inh	CSN deneddyl inh
CS(=O)(=O)Nc1cccc(C2=NN(C(=O)c3ccco3)C(c3ccco3)C2)c1 (stereo not drawn)	1.0	-6	-8	-1	-6	0.4	-6	i	6
O=C(NCCCN1CCCC1=O)c1cc2c(s1)CCCCC2	0.6	6	-2	0	-3	-0.2	8	i	0
CN(CCc1ccccn1)C(=O)CCC1CCCN(C(=O)c2c(F)ccc(F)c2F)C1 (stereo not drawn)	0.5	-2	-7	-2	-5	-0.2	1	i	3
Cc1ccc(NC(=O)Cn2cc(C(F)(F)F)cc(Cl)c2=O)cc1S(=O)(=O)N1CCCCC1	-0.4	9	11	2	-1	-0.1	-6	i	0
CCC(C)[C@H]1CNCCN1CCc1cccc2ccccc12 (stereo partly drawn)	1.0	11	-8	-2	-8	-0.3	20	i	31
CC(NC(=O)CSc1nc2ccccc2n1C)c1ccccc1 (stereo not drawn)	-1.0	10	-5	6	-12	-1.1	5	i	8
Cc1c(N(C(=O)Cc2cccs2)C2(C(=O)NC3CCCC3)CCCCC2)c(=O)n(-c2ccccc2)n1C	-1.1	-3	-3	0	-3	-0.5	-1	i	-5
COc1ccc(S(=O)(=O)NCc2csc(C)n2)cc1	0.2	2	-4	2	-1	-0.6	4	i	3
COc1ccc(Cl)cc1NC(=S)NCCc1ccc(F)cc1	·	2	17	2	-5	-0.2	-15	i	8
Cc1nc2sc(C(c3cccc(F)c3)N3CCCC(C)C3)c(O)n2n1 (stereo not drawn)	1.3	9	-5	-2	-1	-0.3	6	i	4
Cc1cccc2sc(NC(=O)C3CCN(S(=O)(=O)c4cc([N+](=O)[O-])ccc4Cl)CC3)nc12	0.7	2	46	2	-7	-1.0	-23	i	8
O=[N+]([O-])c1cccc(S(=O)(=O)NCCCN2CCOCC2)c1	1.0	-2	-4	5	-2	0.1	-5	i	-6
COc1ccc(NC(=O)c2cc3ccccc3o2)cc1OC	0.2	3	1	-2	4	-0.3	-3	i	1
CC1CC(C)CN(C(C(=O)NC2CCCCC2)c2ccnc3ccccc23)C1 (stereo not drawn)	0.3	-10	6	3	0	-0.4	-1	i	0
O=C1/C(=C/c2coc3ccc(O)cc3c2=O)SC(=S)N1c1ccccc1	0.5	-62	3	0	-2	-0.1	-142	i	13
O=C(c1cccs1)c1coc2ccc(O)c(CN3CCOCC3)c12	0.2	-8	0	1	-14	-1.6	6	i	1

4 of the entries above in order of their number in CSN deneddyl inh, descending:
SMILES | MsrA inhibitor | E coli Lon inh | Rin1 Abl inh | bovine MsrA act | TbMetRS inhib | PABP1 MLLE inh | Neddylation inh | CSN deneddyl inh
COc1ccc(NC(=O)c2cc3ccccc3o2)cc1OC | 0.2 | 3 | -2 | 4 | -0.3 | -3 | i | 1
Cc1ccc(NC(=O)Cn2cc(C(F)(F)F)cc(Cl)c2=O)cc1S(=O)(=O)N1CCCCC1 | -0.4 | 9 | 2 | -1 | -0.1 | -6 | i | 0
Cc1c(N(C(=O)Cc2cccs2)C2(C(=O)NC3CCCC3)CCCCC2)c(=O)n(-c2ccccc2)n1C | -1.1 | -3 | 0 | -3 | -0.5 | -1 | i | -5
O=[N+]([O-])c1cccc(S(=O)(=O)NCCCN2CCOCC2)c1 | 1.0 | -2 | 5 | -2 | 0.1 | -5 | i | -6

Screens (PubChem)

Not a hit list, and some 4% of all compounds hit somewhere here.
